SSB-PriA inh: K. pneumoniae PriA-SSBct interaction inhibition. AlphaScreen SSBct-PriA binding, biotinylated peptide. inhibition, % at 33 µM. 0.6% of 430,000 active; in the data active means inhibition mostly above about 37%, no sharp cut-off; inactive means mostly below about 20%;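 further: plate controls were negative control peptide for no effect and reference peptide for full effect; strong numbers were not always called active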
PrPC TRFRET: inhibitors of human cell surface prion protein PrPC; TR-FRET read-out; inhibition, % at 13.8 µM; 0.43% of 370,000 active; AID 720596; P04156; in the data active means inhibition above about 24%; further: 0% = median of the test wells and 100% = reference compound wells
PfHsp40 rescue: restores yeast growth despite PfHsp40 toxicity | S. cerevisiae expressing PfHsp40, growth rescue, ATP luminescence | growth rescue, % at 12.5 µM | 0.68% of 340,000 active | AID 504582; in the data active means growth rescue above about 28%, passing the limit was not always enough; inconclusive means no clear call, values can overlap the other calls;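 further: yeast W303a lacking pdr1 and pdr3 grown in galactose medium; growth measured after three days at 30 °C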
Y pestis TopoI: blocks Yersinia pestis topoisomerase I activity | activity, % at 10 µM | Y. pestis Topo-I cleavage product accumulation, plate reader | 0.064% of 360,000 active; in the data active means activity above about 50%, passing the limit was not always enough; inconclusive means no clear call, values can overlap the other calls; further: inactives centre near 2
SARS 3CLpro inh: SARS-CoV 3CLpro protease inhibition; P0C6X7; recombinant SARS-CoV 3CLpro, quenched FRET peptide cleavage; inhibition, % at 6 µM; 0.14% of 290,000 active; in the data active means inhibition above about 12%
BoNT A protease: inhibitors of Botulinum neurotoxin A light chain protease; inhibition, % at 10 µM; 0.17% of 360,000 active; multiplex microsphere protease substrate cleavage, flow cytometry; further: plate controls were buffer without enzyme for full effect and enzyme alone for no effect
TcdB GH inh: inhibitors of Clostridioides difficile toxin B glycohydrolase; inhibition, % at 9.99 µM; P18177; TcdB glycohydrolase enzymatic assay, plate reader; 0.24% of 350,000 active; in the data active means inhibition above about 10%
BH1578 lux ind: quorum light induction in luxS cqsA deficient V. cholerae. V. cholerae BH1578 lux reporter, luminescence, 6 h. activation, % at 18.7 µM. 0.16% of 350,000 active. AID 588436; in the data active means activation mostly above about 9.7%, no sharp cut-off; inconclusive means no clear call, values can overlap the other calls; inactive means mostly below about 3.7%; further: not every result past the cut was called active; inactives centre near 0; reference of the scale not given here
Anthrax LF prot: inhibitors of Bacillus anthracis lethal factor protease; 0.12% of 360,000 active; AID 588501; inhibition, % at 10 µM; P15917; multiplex microsphere protease cleavage assay, LF; further: plate controls were buffer without enzyme for full effect and enzyme alone for no effect
The depositor's hits bear a star; i = inactive; u = inconclusive; x = no result given; & = joins results of further samples. Unless noted, no stated cut-off is given here; in the data, active means inhibition above about 30%; inconclusive means no clear call, values can overlap the other calls; inactive means below that. These rows are one share of the data, so the mix of outcomes need not match the whole.

Compound,SSB-PriA inh,PrPC TRFRET,PfHsp40 rescue,Y pestis TopoI,SARS 3CLpro inh,BoNT A protease,TcdB GH inh,BH1578 lux ind,Anthrax LF prot
CCOC(=O)N1CCN(C(=O)c2cc(COc3cccc(C(F)(F)F)c3)on2)CC1,-22.4,-2.1,6.6,24.3,5.5,-1.0,0.9,x,-8.3
CCCCCNc1nc(NCCCO)c(C#N)c2c1CN(C)CC2,-3.8,-9.2,-0.8,-0.2,0.4,0.9,x,i,-0.6
O=C(CC1Sc2ccccc2NC1=O)Nc1cccc(C(=O)O)c1 (stereo not drawn),1.2,3.5,-1.7,2.4,-3.2,-0.5,0.7,x,5.6
Oc1cc(O)c2c(c1)O[C@H](c1ccc(O)c(O)c1)[C@@H](O)C2,-1.9,-2.4,-1.4,-2.4,x,-1.3,-1.9,0.7,-6.6
Cc1ccc(C(=O)N/C(=C/c2ccccc2)C(=O)NC(Cc2ccccc2)C(=O)O)cc1 (stereo not drawn),9.2,-5.7,5.6,-0.7,-7.8,-1.4,x,-0.2,-2.1
Cc1ccc(NC(=O)c2ccc(S(=O)(=O)NCc3cccnc3)cc2)c(C)c1,-2.6,-0.5,1.4,1.7,1.5,-1.2,-0.2,1.6,-0.9
CCOC(=O)N1CCN(C(=O)C2CCN(S(=O)(=O)c3cc(C)ccc3OC)CC2)CC1,-0.5,2.5,0.2,13.4,-4.8,-0.6,-0.6,-0.2,-0.6
O=C(c1ccncc1)N(c1ccc2oc3c(c2c1)CCCC3)S(=O)(=O)c1cccc([N+](=O)[O-])c1,22.0&-3.1,5.6,0.5,4.1,1.8,-0.6,0.1,-0.3,2.0
COc1ccc(/C=C(/NC(=O)c2ccco2)C(=O)N2CCCCCC2)cc1OC,-5.5,0.0,0.5,7.6,-2.4,-0.7,0.9,1.7,1.9
O=C1C=C(c2ccc(O)cc2)C[C@@H](c2ccc(Cl)cc2)C1,-2.1,2.6,13.2,23.1,x,-0.4,1.2,i,-10.3
Cn1nc(C(F)(F)F)cc1-c1ccc(S(N)(=O)=O)s1,1.6,-3.6,1.0,6.4,3.8,u,-0.5,i,-10.2
CCN(C(=O)COC(=O)CCNS(=O)(=O)c1ccccc1F)c1c(N)n(Cc2ccccc2)c(=O)[nH]c1=O,-3.3,0.9,-0.2,1.8,x,x,-0.7,-1.4,x
CN(C)N1C(N)=C(C#N)C(c2ccccc2)C2=C1CC(C)(C)CC2=O (stereo not drawn),-17.5,-9.7,-0.3,1.0,-4.1,1.7,-2.0,i,0.6
COc1ccc(CNc2cc([N+](=O)[O-])ccc2OC)cc1,-58.4,2.8,3.8,2.0,3.8,4.3,1.3,-0.5,0.4
CCCCN1CC(COCc2ccccc2)Oc2cccc(OCc3ccc(OC)cc3)c2S1(=O)=O (stereo not drawn),x,-3.8,x,9.7,x,-0.5,0.6,-0.8,-5.5
O=C(c1cccs1)N(Cc1ccc(F)cc1)C1CCS(=O)(=O)C1 (stereo not drawn),-4.9,-2.1,-0.8,-0.5,-5.2,-1.8,4.3,-1.4,-1.0
COc1ccc(NC(=O)C2(C)CCN2Cc2ccc(OC(F)(F)F)cc2)cc1OC (stereo not drawn),x,1.3,x,20.4,x,-0.7,0.4,-0.2,-14.5
COC(=O)c1cc(=O)nc2sc(-c3ccccc3)nn12,5.0,-3.3,0.0,-7.2,-7.8,-0.9,x,-0.4,-2.2
CN1C(=S)SC(/[N+]([O-])=C\c2ccco2)C1(C)C (stereo not drawn),-10.7,4.2,0.6,-1.6,2.3,1.2,x,-0.4,-0.5
Cc1ccc(-c2c(C)c(-c3ccc(F)cc3)nc(N)c2C#N)o1,-14.8,6.9,-1.6,18.4,3.4,2.0,x,0.5,1.3

Shown as labelled records: part of the list above.
Cc1ccc(C(=O)N/C(=C/c2ccccc2)C(=O)NC(Cc2ccccc2)C(=O)O)cc1 (stereo not drawn)
  SSB-PriA inh: 9.2
  PrPC TRFRET: -5.7
  PfHsp40 rescue: 5.6
  Y pestis TopoI: -0.7
  SARS 3CLpro inh: -7.8
  BoNT A protease: -1.4
  TcdB GH inh: x
  BH1578 lux ind: -0.2
  Anthrax LF prot: -2.1
CCCCCNc1nc(NCCCO)c(C#N)c2c1CN(C)CC2
  SSB-PriA inh: -3.8
  PrPC TRFRET: -9.2
  PfHsp40 rescue: -0.8
  Y pestis TopoI: -0.2
  SARS 3CLpro inh: 0.4
  BoNT A protease: 0.9
  TcdB GH inh: x
  BH1578 lux ind: i
  Anthrax LF prot: -0.6
CCOC(=O)N1CCN(C(=O)C2CCN(S(=O)(=O)c3cc(C)ccc3OC)CC2)CC1
  SSB-PriA inh: -0.5
  PrPC TRFRET: 2.5
  PfHsp40 rescue: 0.2
  Y pestis TopoI: 13.4
  SARS 3CLpro inh: -4.8
  BoNT A protease: -0.6
  TcdB GH inh: -0.6
  BH1578 lux ind: -0.2
  Anthrax LF prot: -0.6

More records:
Compound,SSB-PriA inh,PrPC TRFRET,PfHsp40 rescue,Y pestis TopoI,SARS 3CLpro inh,BoNT A protease,TcdB GH inh,BH1578 lux ind,Anthrax LF prot
COc1ccc(NC(=O)c2oc3ccccc3c2C)c(OC)c1,-14.4,2.4,-1.0,-0.5,2.4,u,0.5,i,-0.1
O=C1NC2(CCCCC2)N(C(=O)c2ccccc2)C2=C1CCCC2,-11.1,4.2,0.8,-5.0,0.0,-0.3,1.3,-0.4,-0.5
COc1ccc(OC)c(/C=C/C(=O)OCC(=O)N2C(C)CCCC2C)c1 (stereo not drawn),-13.9,-4.4,2.3,4.4,x,-0.7,1.4,i,-7.5
Cc1nc2nc(SCC(=O)O)nn2c(C)c1Cc1ccccc1Cl,4.8,9.6,-2.0,3.6,-2.3,-1.3,-2.8,i,-2.1
CC(=O)Nc1cccc(C(=O)OC(C)C(=O)NC2CCCc3ccccc32)c1 (stereo not drawn),0.3,2.2,0.3,-7.2,0.6,-1.0,1.4,0.1,1.4
CC(=O)N(C)c1ccc(NC(=O)c2ccc([N+](=O)[O-])cc2Cl)cc1,-6.7,-32.5,-0.3,3.8,-3.1,-0.9,x,3.1,-1.2
Cc1cc(C)cc(NC(=O)C(=O)NCc2ccccn2)c1,-13.0,1.6,-1.3,4.9,-3.2,-0.5,x,i,-2.6
CCN(CCNC(=O)C1CCN(Cc2nc(-c3ccc(Cl)cc3)oc2C)CC1)c1ccccc1,46.5*,-5.2,-0.6,14.5,-5.8,-5.4,x,-6.2,-4.3
C=CCNC(=S)NNC(=O)COc1ccc(Br)cc1,3.1,-5.4,0.5,-1.9,2.9,-0.2,0.8,-0.3,-0.7
CCOC(=O)N1CCN(CC(=O)Nc2ccc(F)cc2F)CC1,-6.2,0.4,-0.7,-3.5,1.9,0.6,1.2,-0.3,-3.8
O=C(Nc1cccc(Cl)c1)Nc1ccc2c(c1)OCO2,12.3,31.5*,0.1,-18.0,1.6,0.7,x,-0.3,-6.3
Cc1ccc(/C=N/NC(=O)Cn2nc(C)c(Br)c2C)o1,x,5.3,13.0,1.8,2.5,-2.6,0.7,-0.4,5.9
NC(c1csc(NC(=O)Nc2ccccc2Oc2ccccc2)n1)c1ccccc1Cl (stereo not drawn),x,-2.0,x,-10.7,x,-0.6,1.8,-0.3,0.8
C=CCNS(=O)(=O)NC(=O)C1=C(N2CCCC2)COC1=O,16.6,-0.4,1.0,-6.8,x,-0.1,0.8,i,-0.1
Cc1sc2nc(SCC(=O)N(C)c3ccccc3)n(C)c(=O)c2c1C,-2.2,-1.7,1.1,10.0,-2.6,-1.7,4.3,i,1.1
NS(=O)(=O)c1ccccc1,1.1,10.9,-0.3,1.3,-1.8,-0.2,0.8,i,-0.2
COc1ccc(NC(=O)CN(C)CC(=O)Nc2ccccc2SC)cc1Cl,-8.5,0.3,1.2,14.8,7.3,-0.4,0.9,-0.2,-0.3
CCC1(CC)C(=O)C2=C3C1[C@H](C(=O)OC)C=C(C(=O)OC)C[C@H]3n1c(=O)n(-c3ccccc3)c(=O)n1[C@H]2C (stereo partly drawn),-3.5,5.5,1.7,28.4,x,0.8,-0.1,i,-4.0
CC1(C)CC(=O)C(CC(=O)NC(=O)NCc2ccccc2)=C(O)C1,-3.5,-2.3,-0.6,3.8,0.8,-0.1,x,i,-0.6
OCCN1CCSC1=S,-11.8,2.1,-1.4,0.6,x,-0.4,0.8,i,-4.9
COC(=O)CC1=C(C(=O)OC)C(c2ccc3c(c2Cl)OCO3)C(C#N)=C(N)O1 (stereo not drawn),0.8,-1.6,0.4,-2.0,0.9,-0.4,x,-0.5,-3.3
CC(CN1CCCC1)OC(=O)c1ccc(F)cc1 (stereo not drawn),-9.2,-0.7,-0.1,2.4,-2.0,-1.6,1.2,0.9,3.0
Cc1ccc(/C=N/n2c(-c3ccccc3)n[nH]c2=S)cc1,x,-4.3,-0.3,1.6,1.3,1.1,1.5,-0.9,-6.3
O=Cc1cc2ccccc2nc1SCCCF,-9.3,2.4,5.6,0.1,-2.1,-0.4,0.8,-0.3,-1.4
COC(=O)/C=c1\sc2ncnn2c1=O,x,-4.7,-1.1,-2.9,-4.0,0.3,x,0.0,-1.0
Cc1ccc(Nc2nc(N)nc(CN3CCc4ccccc4C3)n2)cc1,28.8,-9.1,2.1,7.9,3.6,-0.2,x,i,-4.6
Cc1ccc([N+](=O)[O-])cc1S(=O)(=O)Nc1ccc(OCC(=O)N2CCOCC2)cc1,-0.8,-12.2,1.0,0.9,0.0,-0.1,0.7,i,-3.8
CC(C)CSc1n[nH]c(N)n1,-4.4,3.4,-0.5,-1.7,-1.9,-0.1,0.4,i,-2.6
CC(C)(CC(=O)O)CC(=O)N1CCN(c2cc(C(F)(F)F)nc3ccccc23)CC1,-5.7,x,0.6,-0.3,4.4,0.4,x,-0.8,-2.0
Cc1cc(NCc2ccccn2)n2nc(C)c(-c3ccc(Cl)cc3)c2n1,-25.3,-6.8,8.2,7.9,-0.9,-1.2,1.2,7.1,-3.3
CN(C)/C=N/c1nc2nccc(-c3cccc(Cl)c3)n2n1,x,2.4,-0.4,10.0,-1.4,-1.5,1.4,-0.8,-2.7
NC(=S)Nc1cccc2cccnc12,-5.4,-7.9,-0.5,-4.2,-3.4,-0.2,0.7,x,-1.8
Cc1ccc(C)n1CCN1CCN(C(=O)c2ccco2)CC1,7.0&-7.5,4.8,0.6,7.2,2.1,-0.6,x,i,4.8
Cc1cc(OCC(=O)NCCc2c[nH]c3ccccc23)c2c(C)c(C)c(=O)oc2c1,4.1,-5.0,0.9,3.8,-0.3,0.1,0.3,-0.5,0.4
NC(=S)NN=Cc1c[nH]c2nccnc12,x,5.5,x,4.2,x,-0.2,-0.6,i,-4.1
COC(=O)C(NNc1ccccc1)(NC(=O)c1ccccc1F)C(F)(F)F (stereo not drawn),-3.1,1.5,-0.5,2.4,-2.3,0.3,x,-4.3,-2.4
COc1cccc(CNCCc2ccc(F)cc2)c1,-9.8,-1.8,-1.3,-2.9,0.2,0.7,1.5,0.7,2.0
COc1ccc(C(c2c(NC(=O)c3ccccc3)sc(C)c2C)N2CCN(CCO)CC2)cc1 (stereo not drawn),-9.4,-5.5,0.4,-0.5,1.2,-0.4,-1.1,-0.2,0.1
O=C1C2CC=C(Cl)CC2C(=O)N1CCC[n+]1cccc2ccccc21 (stereo not drawn),-13.3,-17.8,-1.2,-8.9,3.2,0.8,x,i,-0.2
O=S(=O)(c1ccc(Cl)cc1)n1c(Cc2ccccc2)nc2ccccc21,-15.6,-7.0,1.5,1.2,-7.1,1.8,1.1,2.4,3.8
NC(=O)[C@@H]1CCCN1C(=O)c1cc(COc2ccc(F)cc2F)on1,1.6,3.5,0.2,-10.6,0.9,-0.1,-0.9,-3.1,-1.9
COc1ccc(-c2nnc(SCC(=O)N3CCC(Cc4ccccc4)CC3)o2)cc1OC,-23.1,-3.9,0.6,-7.2,0.1,-0.3,x,3.8,-4.7
CC1CC(C)CN(C(=O)COC(=O)/C=C/c2cccc([N+](=O)[O-])c2)C1 (stereo not drawn),1.6,-8.8,-0.9,-4.4,x,2.2,1.3,i,-0.6
Cc1ccc(Nc2cc(C)nc(NCc3ccccc3)n2)cc1,1.0,16.3,u,-9.0,2.6,-1.1,2.9,-0.2,-2.7
CNP1(NC)=NC(C(F)(F)F)=NC(C(F)(F)F)=N1,0.2,-0.6,0.0,-6.8,-1.6,0.4,0.6,1.6,-4.9

Compound activity from PubChem BioAssay.
